SW480 rerep: inducers of DNA re-replication in SW480 colon cancer cells; SW480 DNA re-replication, Hoechst DNA content imaging, 48 h; Potency, µM (doses to about 46.1 µM), for inactives: at the highest dose re-replication activation, most hits filed as activators; actives 1.8% (n = 340,000); AID 624297; note: % of control where 0% means no effect; nearly all actives have a fitted effect of over 55% in size
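SW480 cells exposed to compounds for 48 hr at 37 C, 5% CO2, then Hoechst-stained 40 min. Nuclear DNA content imaged by fluorescence scanning (405 nm excitation, 500-530 nm emission); re-replication scored as increased high-intensity nuclei.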
HT1080-NT tox: kills 2HG-producing HT-1080-NT fibrosarcoma cells; actives 1.6% (n = 360,000); HT-1080-NT fibrosarcoma viability, CellTiter-Glo ATP luminescence, 48 h; Potency, µM (titrated, usually from 46.1 µM), for inactives: top-dose activity, negative = less viability, most hits filed as cytotoxic;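 note: NT is the 2HG producing partner of a matched IDH1 knockdown line; 0% = DMSO-treated cells and -100% = media-only wells without cells; nearly all actives have a fitted effect of over 55% in size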
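Toxicity toward the 2HG-producing NT line was scored as %Activity, normalised to DMSO and no-cell wells, from CellTiter-Glo luminescence after 48 hours' treatment.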
KB-V1 MDR tox: KB-V1 MDR subline cytotoxicity | Potency, µM (top dose mostly 46.1 µM), for inactives: top-dose activity change, negative = cytotoxicity, usual class: cytotoxic | actives 3.4% (n = 400,000) | KB-V1 MDR cells viability, CellTiter-Glo, 72 h; note: % is set by controls: 0 for no effect and ±100 for the full control effect; nearly all actives have a fitted effect of over 60% in size
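qHTS viability screen in drug-selected KB-V1 MDR cells: 72 h compound treatment at 37 degrees C, ATP luminescence end point.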
HEK293 tox: cytotoxicity in counter-screen for GLP-1R inverse agonists. actives 0.13% (n = 410,000). HEK293 cAMP-luciferase reporter cells, luminescence, 24 h. Potency, µM (series often up to 38.3 µM), for the others: at the highest dose activity change, negative = inhibition, most hits filed as inhibitors;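 note: loss of luciferase light is scored as toxicity; % is set by controls: 0 for no effect and ±100 for the full control effect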
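Step one: seed cells (200 cells/uL, DMEM with 10% Nu serum, 1% pen-strep). Step two: 12-hour incubation at 37 deg C. Step three: pin 23 nL compound, incubate 24 hr. Step four: add luciferase reagent, read luminescence 12 min later.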
GLP-1R agonist: agonists of human GLP-1 receptor; P43220; HEK293 GLP-1R CRE-luciferase, luminescence, 4-6 h; cells express a hypersensitive GLP-1R form; Potency, µM (highest dose often 45.6 µM), for inactives: at the highest dose activation, actives largely listed as activators; actives 0.007% (n = 380,000); AID 624172; note: % of control where 0% means no effect
Target sequence (P43220 whole entry, looked up): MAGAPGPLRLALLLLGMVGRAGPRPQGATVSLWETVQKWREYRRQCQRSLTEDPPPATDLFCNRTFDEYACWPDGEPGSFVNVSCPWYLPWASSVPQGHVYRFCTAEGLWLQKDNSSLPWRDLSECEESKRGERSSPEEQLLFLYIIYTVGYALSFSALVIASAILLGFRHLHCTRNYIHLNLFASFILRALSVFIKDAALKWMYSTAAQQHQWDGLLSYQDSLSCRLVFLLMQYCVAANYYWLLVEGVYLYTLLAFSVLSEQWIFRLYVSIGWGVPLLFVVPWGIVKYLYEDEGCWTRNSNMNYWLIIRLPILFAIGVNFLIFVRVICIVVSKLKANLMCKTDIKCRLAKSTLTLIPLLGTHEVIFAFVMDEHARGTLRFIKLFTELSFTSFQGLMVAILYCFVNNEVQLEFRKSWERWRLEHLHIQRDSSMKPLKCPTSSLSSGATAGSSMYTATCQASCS
GLP1R inv ag: GLP-1 receptor (human) inverse agonism; P43220; HEK293 GLP-1R CRE-luciferase, luminescence, 24 h; GLP-1R form is constitutively active; Potency, µM (top dose mostly 38.3 µM), without a hit: at the highest dose activity change, negative = inhibition, actives largely listed as inhibitors; actives 1.6% (n = 410,000); AID 624417; note: % is set by controls: 0 for no effect and ±100 for the full control effect; nearly all actives have a fitted effect of over 55% in size
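Cells are plated, allowed 12 hours at 37 deg C, then treated with compounds for 24 hr before luciferase detection reagent is added and luminescence is read after 12 min at room temperature. The HEK293 line carries constitutively active GLP-1R with a cAMP-responsive reporter.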
KB-3-1 cytotox: kills parental KB-3-1 adenocarcinoma cells. KB-3-1 viability, CellTiter-Glo ATP luminescence, 72 h. Potency, µM (titrated, usually from 46.1 µM), for inactives: at the highest dose activity change, negative = cytotoxic, hits mostly cytotoxic. actives 1.4% (n = 400,000). AID 1347075; note: % is set by controls: 0 for no effect and ±100 for the full control effect; nearly all actives have a fitted effect of over 60% in size
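72 h, 37 °C compound treatment of KB-3-1 parental cells; CellTiter-Glo added, 10 min, luminescence read. Data corrected against DMSO-only plates and normalized before curve fitting.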
HT1080 IDH1KD tx: HT-1080 IDH1 knockdown cell toxicity (counter line) | AID 686971 | Potency, µM (doses to about 46.1 µM), for the others: at the highest dose activity, negative = toxicity, actives largely listed as cytotoxic | actives 2% (n = 360,000) | HT-1080 IDH1 knockdown viability, ATP luminescence, 48 h;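 note: 0% = DMSO wells and -100% = cell-free medium wells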
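Using the IDH1-knockdown HT-1080 line run in the same batch and compound series as the NT line, viability after 48 h at 37 °C was determined by CellTiter-Glo luminescence and expressed as % activity.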
TDP-43 yeast inh: TDP-43 toxicity inhibition in yeast; TDP-43 expressing yeast growth rescue, BacTiter-Glo, 24 h; actives 1.8% (n = 410,000); Potency, µM (top dose mostly 46.1 µM), without a hit: at the highest dose growth rescue (activation), usual class: activators; note: % of control where 0% means no effect; nearly all actives have a fitted effect of over 50% in size
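Galactose-induced TDP-43 yeast, OD600=0.02, compound pinned; 24 hr, 30 deg C; BacTiter-Glo luminescence for growth. Inhibitors of TDP-43 toxicity read as activators.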
Active calls of the source: *; u = inconclusive; x = not tested or not shown; [ ] = another dose, or the depositor's remark. Calls come from the whole dose curve; as a rule, active = well fitted curve in the direction sought with a large enough effect; inconclusive = small, poorly fitted or top-dose-only effect, or another doubt; inactive = no such curve, though single readings can be large; an effect the other way counts as inactive or inconclusive. Potency is the fitted concentration of half-maximal effect.

SMILES	SW480 rerep	HT1080-NT tox	KB-V1 MDR tox	HEK293 tox	GLP-1R agonist	GLP1R inv ag	KB-3-1 cytotox	HT1080 IDH1KD tx	TDP-43 yeast inh
CCCCCOc1ccc(C(O)C(CN2CCOCC2)c2ccccc2)cc1 (centres undefined)	0%	-13%	-4%	-8%	10%	u	-10%	u	-12%
Cc1nccn1Cc1cccc2ccccc12	0%	3%	-25%	-8%[1.53 µM]	-3%	9%	0%	1%	-8%
CCCCN(Cc1cc2cc(OC)ccc2[nH]c1=O)S(=O)(=O)c1ccc(C)cc1	u	u	5%	-20%	1%	u	u	-28%	-8%
CCC(c1nnc(SCC(=O)NCCc2ccc(OC)c(OC)c2)n1Cc1ccccc1)N(C)C (centres undefined)	-5%	7%	19%	-4%	-2%	15%	6%	-2%	17%
CC1=C(C(=O)N2CCOCC2)CC(CC(=O)NCCc2ccccn2)C(=O)N1Cc1ccccc1 (centres undefined)	x	9%	7%	6%	-3%	30%	0%	20%	11%
[O-][N+]1=c2ccc(Nc3ccccc3)cc2=NC12CCCCC2	7.3µM*	u	u	u	-9%	u	u	16µM*	18%
Cc1noc(C)c1COc1cccc(C(=O)Nc2ccc(Br)cc2F)c1	15µM*	u	2.9µM*	-24%	1%	u	6.5µM*	u	u
CCCOc1nc2c(c(=O)n(C)c(=O)n2C)n1Cc1cccc2ccccc12	10%	10%	5.8µM*	-22%	1%	-1%	-11%	7%	-14%
CCCc1cc(=O)n2[nH]c(SCc3ccc(Cl)cc3)nc2n1	27%	2%	0%	2%	-2%	1%	u	-22%	-18%
O=C1C2CCCN2C(c2ccc(F)cc2)N1c1ccc(Cl)cc1 (centres undefined)	3%	-13%	u	1%	-1%	u	u	-20%	2%
CC(C)NC(=O)c1ccc(-c2cc(C(F)(F)F)ccc2Cl)o1	-4%	7%	-8%	4%	2%	2%	9%	-5%	-25%
Cc1ccc(NC(=O)CCS(=O)(=O)c2ccc(Br)cc2)nc1	-6%	13%	3%	17%	-1%	12%	-1%	4%	20%
COc1ccc(N2CCN(C(=O)Cn3cnc4nc5c(cc4c3=O)CCCC5)CC2)cc1	x	x	-6%	8%	x	22%	15%	x	19%
O=C(OCc1cccs1)c1ccccc1NS(=O)(=O)c1ccc2c(c1)OCCO2	3%	0%	-5%	4%	13%	u	-3%	-10%	7%
O=C(Nc1ccc(C(O)c2ccccc2)cc1)[C@H]1C[C@H](O)[C@@H](CO)O1 (some centres undefined)	x	u	6%	-16%	3%	10%	0%	3%	19%
Cc1c(C(=O)Nc2ccc(F)cc2)cn2c(nc3ccccc32)c1C#N	2%	u	-2%	0%	7%	13%	0%	0%	-8%
COc1cc(Cl)c(C)cc1NC(=O)c1cc(S(=O)(=O)N(C)C)ccc1N1CCCC1	-4%	-15%	-5%	-10%	-1%	12%	-6%	-21%	4%
COc1ccc(NS(=O)(=O)c2cccc(NC(=O)C3=NN(c4ccccc4)C(=O)CC3)c2)cc1	-4%	u	-18%	4%	-1%	-11%	u	u	12%
CCOc1cc(C2C(C#N)=C(N)Oc3n[nH]c(CC)c32)ccc1OCCN1CCOCC1 (centres undefined)	-1%	5%	17%	-4%	-7%	2%	7%	0%	2%
C[C@@H]1CN([C@H](C)CO)C(=O)CCCn2nncc2CO[C@@H]1CN(C)S(=O)(=O)c1ccc(C#N)cc1	x	1%	-1%	4%	0%	0%	-4%	15%	16%

Sorted by the number under GLP1R inv ag (largest number first): 4 of the compounds above
| smiles | SW480 rerep | GLP-1R agonist | GLP1R inv ag |
| --- | --- | --- | --- |
| Cc1c(C(=O)Nc2ccc(F)cc2)cn2c(nc3ccccc32)c1C#N | 2% | 7% | 13% |
| COc1cc(Cl)c(C)cc1NC(=O)c1cc(S(=O)(=O)N(C)C)ccc1N1CCCC1 | -4% | -1% | 12% |
| CCOc1cc(C2C(C#N)=C(N)Oc3n[nH]c(CC)c32)ccc1OCCN1CCOCC1 (centres undefined) | -1% | -7% | 2% |
| COc1ccc(NS(=O)(=O)c2cccc(NC(=O)C3=NN(c4ccccc4)C(=O)CC3)c2)cc1 | -4% | -1% | -11% |

Next part.
SMILES	SW480 rerep	HT1080-NT tox	KB-V1 MDR tox	HEK293 tox	GLP-1R agonist	GLP1R inv ag	KB-3-1 cytotox	HT1080 IDH1KD tx	TDP-43 yeast inh
Cc1cc(NC(=O)CSc2nc(C3CCCCC3)nc3ccccc23)no1	13%	-1%	-28%	-18%	-12%	u	u	5%[9.24 µM]	u
Cc1ccc(S(=O)(=O)N(C)CC(=O)N2CCCC2)cc1	-3%	4%	-30%	13%	0%	-21%	1%	-4%	-9%
CC(=O)N1c2ccccc2C2CCCC[C@H]21 (some centres undefined)	-12%	5%	-5%	u	3%	1%	-1%	7%	4%
COc1cccc(NC(=O)c2ccc3[nH]c(C)cc(=O)c3c2)c1	x	x	u	-11%	x	-5%	-7%	x	22%[9.22 µM]
COc1ccc(NC(=O)c2[nH]c(C)c(C(C)=O)c2C)cc1	-20%	6%	u	-1%	0%	7%	u	25%	-15%
COc1ccc(CNC(=O)CN(C(=O)c2csnn2)c2cccc3c2CCCC3)cc1	-6%	-8%	u	-25%	-2%	u	8%	-2%	-24%
CCOc1ccc(-c2nnc(SCC(=O)NC(C)CC)nc2-c2ccc(OCC)c(OC)c2)cc1OC (centres undefined)	x	x	12%	1%	x	44%[activator]	6%	x	13%
COc1ccc(S(=O)(=O)NCCc2sc(-c3ccccc3)nc2C)cc1OC	x	x	u	-12%	5%	17%	19%	x	17%
Oc1c(C(c2cccc(Cl)c2)N2CCOCC2)sc2nc(-c3ccco3)nn12 (centres undefined)	x	x	1%	-9%	x	9%	-8%	x	-11%
O=C(c1cccc(Cl)c1)N1CCC(C(=O)N2CCN(Cc3ccccc3)CC2)CC1	-2%	-5%	x	5%	-2%	-8%	x	-1%	3%
COc1ccc(CN(C)CC(=O)NC(=O)NC2CCCCC2)cc1	-4%	11%	u	-32%	-7%	u	-3%	8%	-4%
C=CCOC(=O)C(=O)/C=C/c1csc2ccccc12	6%	-3%	u	5%	2%	12%	0%	-1%	u
N#Cc1c(SCC(=O)Nc2nc3ccccc3s2)sc2c(O)cc(=O)[nH]c12	18µM*	-1%	0%	2%	-1%	-5%	-2%	2%	13%
CC(=O)Nc1cc2c(cc1NC(=O)c1cnccn1)OCCO2	-2%	1%	3%	4%	-14%	2%	-1%	-3%	-8%
COc1ccc(N2CCN(CCCNC(=O)CC3Oc4ccc(C)cc4NC3=O)CC2)cc1 (centres undefined)	u	-2%	-25%	3%	-4%	u	10%	-8%	-1%
COc1ccc(N(C(=O)c2ccn[nH]2)C(C(=O)NC(C)(C)C)c2ccc(F)cc2)cc1 (centres undefined)	-4%	-5%	9%	4%	0%	u	-1%	-1%	11%
CC1CCCC(NC(=O)c2n[nH]c(=O)c3ccccc23)C1C (centres undefined)	4%	-16%	-9%	3%	0%	29%	2%	-14%	12%
O=C(OCC(=O)N1CCC(Cc2ccccc2)CC1)c1cc(Br)ccc1O	28%	9%	-5%	3%	-1%	-14%	1%	12%	8%
O=C(COC(=O)c1cc(=O)[nH]c2ccccc12)Nc1nc(-c2cccc(Br)c2)cs1	6%	-18%	0%	10%	8%	13%	19%	-1%	-6%
CC(=O)OCC(=O)C1(O)CCC2C3CCC4C(OC(C)=O)C(=O)CCC4(C)C3C(=O)CC21C (centres undefined)	-13%	7%	9%	-12%	-1%	-17%	9%	8%	-18%
COc1ncnc(OC)c1S(=O)(=O)Nc1ccc(C(F)(F)F)cc1	-8%	5%	18%	4%	10%	-15%	0%	6%	u
CCOCCCNC(=S)N(CCN(C)C)Cc1cc2cc3c(cc2[nH]c1=O)OCCO3	-8%	9%	-5%	-5%	9%	8%	-6%	2%	7%
COc1cccc(NC(=O)C2CC(=O)N=C(N)S2)c1 (centres undefined)	-4%[9.22 µM]	7%	14%	0%	-5%	-1%	12%	12%	-6%
COc1ccc(NC(=O)C2CCCN(C(=O)c3ccc(Cl)cc3)C2)cc1S(=O)(=O)N(C)C (centres undefined)	-36%[inhibitor]	-4%[9.24 µM]	u	-3%	-7%	4%	6%	1%	1%
CN1C(=O)/C(=C/c2ccccc2F)Sc2ccc(C(=O)N3CCCC3)cc21	1%	u	-29%	-21%	1%	4%	-6%	u	u
O=C(COc1ccc(Cl)cc1Cl)NC1CC1	x	7%	u	4%	-2%	-4%	-6%	-1%	0%
O=C(CNC(=O)c1ccc(Cl)cc1)OCn1nnc2ccccc2c1=O	-5%	8%	11%	-12%	0%	1%	-2%	25%	17%
CCC(=O)c1cn(CC(=O)Nc2ccc(OC)cc2)c2ccccc12	-2%	13%	0%	8%	-1%	-3%	-11%	14%	0%
O=[N+]([O-])c1cccc(-c2nnn(C34CC5CC(CC(C5)C3)C4)n2)c1	-8%	7%	-12%	11%	0%	-4%	6%	9%	11%
CC(=O)Nc1ccccc1C(F)(F)F	u	3%	21%	-4%	5%	2%	10%	7%	0%
Cn1c(=O)c2cc(S(=O)(=O)NC(C(=O)N3CCCCCC3)c3ccccc3)ccc2n(C)c1=O (centres undefined)	-6%	-6%	-29%	5%	-4%	14%	13%	-1%	-9%
O=C(CCNC(=O)c1ccc(Br)cc1)Nc1cccc(S(=O)(=O)N2CCCCCC2)c1	13%	1%	u	-16%	-5%	u	8%	-7%	-15%
O=C(c1ccc(CS(=O)(=O)c2cccc(C(F)(F)F)c2)o1)N1CCN(c2ccccn2)CC1	1%	1%	18µM*	-13%	0%	-20%	9%	-4%	9%
S=C(N/N=C/c1ccc2ncccc2c1)Nc1cccnc1	-4%	10%	-12%	7%	-6%	u	18%	8%	29%
CCCCOC(=O)CSc1nnc(-c2ccc(Cl)cc2Cl)o1	0%	9%	28%	4%	-10%	1%	12%	5%	14%
Cc1ccc(Nc2nc(N)nc(N)c2N=O)cc1C	x	-2%	-17%	-7%	7%	32%	-4%	-9%	-11%

Rows are unselected. Share with any hit: about 9.4%.
